TEAD-YAP block = TEAD-YAP interaction inhibition; HEK-TIYL cells, TEAD-Gal4/YAP UAS-luciferase luminescence; inhibition, % at 9.12 µM; 640,000 compounds, 1.4% hits; in the data active = inhibition above about 32%;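 also: 0% = median of test compound wells and 100% = reference inhibitor wells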
FBW7 activator = activators of human E3 ligase FBW7; 650,000 compounds, 0.13% hits; Q969H0; AlphaScreen FBW7–phospho-cyclin E peptide binding, activator screen; AID 1259310; normalized activity (activation), % at 26.1 µM; in the data active = normalized activity above about 1.9%;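 also: purified mutant Fbw7 with reduced substrate affinity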
Target sequence (Q969H0 whole entry, looked up): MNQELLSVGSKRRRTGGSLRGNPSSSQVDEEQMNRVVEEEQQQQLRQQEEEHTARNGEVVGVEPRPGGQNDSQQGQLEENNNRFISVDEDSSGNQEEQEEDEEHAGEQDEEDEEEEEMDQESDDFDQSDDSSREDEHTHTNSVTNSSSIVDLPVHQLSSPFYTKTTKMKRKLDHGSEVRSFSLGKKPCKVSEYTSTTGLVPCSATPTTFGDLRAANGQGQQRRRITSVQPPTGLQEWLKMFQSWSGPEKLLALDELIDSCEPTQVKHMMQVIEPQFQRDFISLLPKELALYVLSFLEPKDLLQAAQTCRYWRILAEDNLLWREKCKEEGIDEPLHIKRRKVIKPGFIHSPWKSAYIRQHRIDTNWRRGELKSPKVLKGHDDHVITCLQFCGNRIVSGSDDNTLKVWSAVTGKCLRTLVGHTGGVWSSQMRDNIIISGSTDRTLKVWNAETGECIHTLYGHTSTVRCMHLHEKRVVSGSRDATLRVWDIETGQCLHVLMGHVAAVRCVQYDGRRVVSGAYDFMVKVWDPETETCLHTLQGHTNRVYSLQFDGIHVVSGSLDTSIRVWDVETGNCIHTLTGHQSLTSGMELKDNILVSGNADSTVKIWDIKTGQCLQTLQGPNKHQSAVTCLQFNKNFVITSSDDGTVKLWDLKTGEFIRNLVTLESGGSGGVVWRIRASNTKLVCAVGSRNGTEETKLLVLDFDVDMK
MITF primary = human MITF inhibition, primary screen; AlphaScreen MITF homodimerization, bead proximity signal; 650,000 compounds, 0.91% hits; inhibition, % at 2.6 µM; in the data active = inhibition above about 50%;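 also: 0% = vehicle wells with protein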
GPR151 ag = activators of human GPR151 | Q8TDV0 | PathHunter beta-arrestin GPR151 cells, luminescence | activation, % at 11.2 µM | 650,000 compounds, 1% hits | AID 1508602; in the data active = activation above about 4.9%;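 also: 0% = median of compound wells and 100% = cells with positive control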
* hit, by the source's call; & = joins results of further samples.

SMILES | TEAD-YAP block | FBW7 activator | MITF primary | GPR151 ag
COc1ccc(C2C(C(=O)N3CCCCCC3)c3ccccc3C(=O)N2C2CCCCC2)cc1 (centres undefined) | 1 | 0.0 | 2 | 0.0
O=C(CNS(=O)(=O)c1ccccc1F)OCC(=O)c1c[nH]c2ccccc12 | 2 | 0.0 | 10 | -1.9
CC(C)C[C@H](NS(=O)(=O)c1ccccc1)C(=O)O | -2 | 0.1 | 6 | 2.0
O=C(N[C@H]1C[C@H]2C(=O)N3CCC[C@@H]3C(=O)N2C1)c1sccc1Cl | 7 | 0.0 | 1 | 0.8
OCc1cccc(-c2cnc3c(NCc4ccc(F)cc4)nccn23)c1 | -13 | 0.0 | 22 | -0.3
O=[N+]([O-])c1ccc2c(c1)S(=O)c1cc([N+](=O)[O-])ccc1N2 | -2 | -0.4 | 11 | -1.3
CCOC(=O)c1cc(CC)sc1NC(=O)c1cc([N+](=O)[O-])ccc1N1CCOCC1 | 7 | 0.1 | -6 | -0.3
Cc1c(C(=O)N2CCCc3ccccc32)sc2ncn(CC(=O)Nc3ccc(C(C)C)cc3)c(=O)c12 | -8 | 0.2 | 7 | 0.3
Cc1cccc(OCC(=O)NCCCN=C2NS(=O)(=O)c3ccccc32)c1 | 5 | 0.0 | 9 | -0.2
CCC(=O)Nc1ccc(C(=O)/C=C/c2ccccc2OC)cc1 | -22 | -0.1 | 21 | 1.8
CCCNC(=O)c1ccccc1NS(=O)(=O)c1ccc(SC)cc1 | 6 | 0.0 | 11 | 0.1
O=C(c1cc(-c2ccccc2)nn1-c1ccccc1)N1CCC1 | -3 | -0.1 | 1 | 0.0
CCn1cc(CN2CCCC(N3CCN(c4ccc(OC)cc4)CC3)C2)cn1 (centres undefined) | -2 | 0.1 | 1 | -0.8
CCOC(=O)N1CCc2c(sc(NCc3ccc(OCC)cc3)c2C(=O)Nc2ccc(OC)cc2OC)C1 | 13 | 0.1 | 9 | 0.2
CC(C)C(=O)Nc1c2c(nn1-c1cccc(Cl)c1)CS(=O)C2 (centres undefined) | 5 | 0.1 | 7 | -0.1
CCOC(=O)CSc1nnc(CNC(=O)c2ccc(OC)cc2)n1-c1ccc(F)cc1 | 5 | -0.1 | -13 | 0.1
C=CCn1c(O)c(/C=C2\C(C)=Nc3ccccc32)c(=O)[nH]c1=S | -4&-1 | 0.0&-0.1 | 29&10 | 0.1&1.2
O=[N+]([O-])c1cccc(/C=N/NS(=O)(=O)c2ccc(Oc3ccccc3)cc2)c1 | -1 | 0.1 | -4 | 0.4
CCOc1ccc(/C=C(\C#N)C(=O)NC)cc1 | -34 | -0.1 | 13 | -0.3
CCn1c(=S)[nH]c2ccsc2c1=O | -5 | 0.4 | 13 | -2.1
CCOc1cc(C(=O)N2N=C(C)CC2(O)C(F)(F)F)cc(OCC)c1OCC (centres undefined) | 61* | 0.0 | -2 | 1.3
O=C(CN1CCN(C(=O)NCc2cccs2)CC1)c1cccs1 | 1 | 0.5 | 18 | -2.7
COc1ccc(NC(=O)c2ccc3c(=O)n(-c4ccc(OC)c(OC)c4)c(=S)[nH]c3c2)cc1OC | -6 | -0.1 | 2 | 0.3
CCN(CC)c1cccc(Oc2cc(N3C(=O)c4ccccc4C3=O)cc([N+](=O)[O-])c2)c1 | -12 | -0.2 | 12 | -0.8
Cc1cccc(Nc2nc(C(=O)N3CCC4(CC3)OCCO4)cs2)n1 | 9 | 0.1 | 7 | -1.2

Next results:
SMILES | TEAD-YAP block | FBW7 activator | MITF primary | GPR151 ag
O=[N+]([O-])c1cc([N+](=O)[O-])c2cccnc2c1Nc1ccccn1 | -4 | 0.4 | 7 | 0.7
O=c1cc(OCc2ccccc2)c2ccccc2[nH]1 | 2 | 0.9 | 11 | -1.3
COc1cc(OC)cc(C(=O)Nc2ccc(-c3nc4cc(Cl)ccc4o3)cc2)c1 | 6 | -0.1 | 5 | 0.0
Cc1ccc(N(Cc2ccc(Br)cc2)C(=O)COc2ccc3ccccc3c2)cc1 | 4 | -0.1 | -7 | -0.1
COc1cc(Nc2ccn3ncc(-c4cccc(C(N)=O)c4)c3n2)cc(OC)c1OC | -16 | 0.5 | 21 | -0.6
CC(=O)N(Cc1ccco1)Cc1cc2c(C)ccc(C)c2[nH]c1=O | 2 | 0.2 | 18 | 0.7
COC(=O)c1cccc(NC(=O)CN(c2ccc(OC)cc2OC)S(C)(=O)=O)c1C | -6 | 0.0 | -4 | -0.4
C=CCNC(=O)c1sc2nc3c(C)cccc3cc2c1N | -39 | -0.3 | 6 | -0.3
Cc1ccc(S(=O)(=O)Nc2nccnc2-c2ccc(CNCc3ccco3)cc2)cc1 | 10 | 0.2 | -20 | -0.4
CC12CN(C(C)(C)C)CC(C)(CN(C(C)(C)C)C1)C2=O | 0 | 0.1 | 10 | 0.7
CC(/C=C/c1ccccc1)=N/NC(=O)c1ccccc1[N+](=O)[O-] | -8 | -0.1 | 1 | 0.6
COc1ccc(C(=O)Nn2c(SCC(=O)N3CCCC3)nc3ccccc3c2=O)cc1 | 78* | -0.1 | 3 | 0.3
CCc1sc(C2C(C#N)=C(N)OC3=C2C(=O)CC(C)(C)C3)cc1Br (centres undefined) | -7 | 0.1 | 6 | -0.7
CC(=O)Nc1ccc(NC(=O)c2c([N+](=O)[O-])cnn2C)cc1 | 0 | -0.1 | 40 | 0.4
COc1ccc(C2CC(C(F)(F)F)n3nc(C(=O)N4CCCCCC4)c(Cl)c3N2)cc1 (centres undefined) | 7 | -0.2 | -7 | 1.1
Cc1ccc2nc(-c3ccc(NC(=O)/C(=C/c4ccccc4)NC(=O)c4ccccc4)cc3)sc2c1 | -18 | 0.0 | -1 | -1.1
COc1ccc(NC(=O)C2C3C=CC4(O3)C2C(=O)N(C(C)CCc2ccccc2)C4C(=O)NC2CCCCC2)cc1 (centres undefined) | 11 | 0.1 | 2 | -0.1
C=CCNS(=O)(=O)c1ccc(F)c(C(=O)Nc2ccc(CC)cc2)c1 | -6 | 0.2 | 14 | 0.1
Cc1ccc(C(=O)C[n+]2cc(-c3ccc(C)cc3)n3c2CCCCC3)cc1 | 86* | 0.2 | 10 | -1.2
O=C(c1ccc(F)cc1)N1CCN(Cc2ccccc2Cl)CC1 | -3 | -0.1 | 37 | -0.7
CCN1CCN(C(=O)/C(C#N)=C/c2cc(C)n(C3CCCC3)c2C)CC1 | -15 | 0.7 | 15 | -1.5
COc1ccc(CCNC(=O)c2cccc(Nc3nccc4ccccc34)n2)cc1 | 2 | 0.0 | 13 | 0.3
Cc1ccc(C(=O)Nc2ccccc2-c2ccccc2NC(=O)c2ccc(C)cc2)cc1 | 2 | -0.1 | -4 | 0.0
COc1ccc(OC)c(NC(=O)c2c(NCc3ccc(OC)c(OC)c3OC)sc3c2CCC3)c1 | -1 | -0.1 | -4 | 1.5
COc1ccc(/C=C/C(=O)Nc2ccc(Cl)cc2Cl)cc1 | -10 | 0.1 | 12 | -0.8

In a second layout: 7 of the compounds above.
mol,TEAD-YAP block,FBW7 activator,MITF primary,GPR151 ag
C=CCNC(=O)c1sc2nc3c(C)cccc3cc2c1N,-39,-0.3,6,-0.3
Cc1ccc(S(=O)(=O)Nc2nccnc2-c2ccc(CNCc3ccco3)cc2)cc1,10,0.2,-20,-0.4
CC12CN(C(C)(C)C)CC(C)(CN(C(C)(C)C)C1)C2=O,0,0.1,10,0.7
CC(/C=C/c1ccccc1)=N/NC(=O)c1ccccc1[N+](=O)[O-],-8,-0.1,1,0.6
COc1ccc(C(=O)Nn2c(SCC(=O)N3CCCC3)nc3ccccc3c2=O)cc1,78*,-0.1,3,0.3
CCc1sc(C2C(C#N)=C(N)OC3=C2C(=O)CC(C)(C)C3)cc1Br (centres undefined),-7,0.1,6,-0.7
CC(=O)Nc1ccc(NC(=O)c2c([N+](=O)[O-])cnn2C)cc1,0,-0.1,40,0.4

Going on with the list:
SMILES | TEAD-YAP block | FBW7 activator | MITF primary | GPR151 ag
COc1ccc(-n2cccc2/C=C2/NC(=O)NC2=O)cc1 | 16 | 0.2 | 5 | -0.3
O=C(c1cc2n(n1)C(C(F)(F)F)CC(c1ccc(Cl)c(Cl)c1)N2)N(Cc1ccccc1)c1ccccc1 (centres undefined) | 13 | 0.0 | 2 | 1.8
Cc1cc(C)c2c(n1)nn1c(C)c(CCC(=O)NC3CCC(C)CC3)c(C)nc21 (centres undefined) | 18 | 0.0 | 5 | 1.3
COc1ccc(/C=N/NC(=O)CNc2cccc(C)c2)cc1I | 4 | -0.1 | -3 | 1.8
Cc1ccc(/C(O)=C2/C(=O)C(=O)N(CCCN(C)C)C2c2cccc(Br)c2)cc1 (centres undefined) | 4 | -0.1 | -2 | -0.3
CCN(CC)S(=O)(=O)c1cccc(C(=O)N/N=C(\C)c2ccc(C#N)cc2)c1 | 9 | 0.2 | -2 | -0.1
COc1ccc(C)cc1NC(=O)N1CCN(S(C)(=O)=O)CC1 | 8 | 0.2 | 6 | 0.1
CC1CCN(C(=O)c2ccc3c(c2)nnn3C)CC1 | 0 | 0.0 | 4 | 0.6
O=C1C(=Cc2ccc(O)c(Br)c2)C(=O)c2ccccc21 | 0 | -0.1 | -2 | 0.8
CC1CCN(c2ccc(S(=O)(=O)N3CCC(C)CC3)cc2N)CC1 | 13 | -0.2 | 4 | 0.9
C/C(=N\NC(=O)COc1c(C)cccc1C)c1ccccc1O | 1 | -0.1 | -2 | -0.3
Nc1nonc1-c1nc2ccccc2n1CC(=O)N/N=C\c1ccc(OCC(=O)O)cc1 | 4 | 0.1 | 19 | 0.6
O=c1[nH]cnc2nc(N/N=C/c3ccc(Cl)cc3)[nH]c12 | 5 | -0.2 | -6 | -0.6
CO[C@@]1(NC(=O)Cc2cccs2)C(=O)N2C(C(=O)O)=C(COC(N)=O)CS[C@@H]21 | -8 | 0.1&-0.1&-0.1 | -5&-13&2 | 0.6&1.5&1.9
O=C(NCc1ccccc1)c1ccc(Cn2c(=S)[nH]c3ccc(Br)cc3c2=O)cc1 | -2 | -0.1 | 5 | -0.6
O=C(NCCc1ccccc1)c1cccc(N2C(=O)C3C4C=CC(C4)C3C2=O)c1 (centres undefined) | 0 | 0.0 | -2 | -0.1
Cc1nc2sc(C(c3cccc(Br)c3)N3CCN(c4ccccc4)CC3)c(O)n2n1 (centres undefined) | -1 | -0.1 | 5 | -0.3
CC1CCCCN1S(=O)(=O)c1ccc2c(c1)n(C)c(=O)c(=O)n2C (centres undefined) | 14 | 0.0 | 10 | -0.8
COc1ccccc1N1C(=O)c2cccc3c(N4CCCC4)ccc(c23)C1=O | -11 | 0.9 | -15 | 0.0
COc1cc(/C=C(\C#N)C(=O)NCc2cccs2)ccc1O | 3 | -0.1 | -17 | -1.4
CCNC(=O)Cc1c(OC)ccc2cc(Br)ccc12 | 12 | 0.0 | 15 | 3.2
CCCCOc1ccccc1/C=N/NC(=O)c1ccccc1 | -54 | 0.0 | 3 | -0.3
COC(=O)C1=CN(CC(C)C)C=C(C(=O)OC)C1c1cccc(F)c1 | 13 | 1.0 | 25 | 0.4
CSc1ccccc1N1C(=O)CN(C(=O)CCc2nc3ccccc3[nH]2)CC1C (centres undefined) | 5 | 0.0 | 13 | -0.3
COc1ccc2c(c1)C(C)CC(C)(C)N2C(=O)CCl (centres undefined) | 41* | -0.5 | 0 | 0.1

The list continues.
SMILES | TEAD-YAP block | FBW7 activator | MITF primary | GPR151 ag
CCOC(=O)c1c(C)[nH]c(C)c1C(=O)COC(=O)Cc1coc2cc(C)ccc12 | 4 | -0.2 | -2 | -1.9
CCCc1nnc2n1N=C(c1cccc([N+](=O)[O-])c1)CS2 | 17 | 0.0 | -12 | 2.0
CCNC(=O)N1CCC(C(=O)NC(c2cccc(OC)c2)c2ccccn2)CC1 (centres undefined) | 14 | 0.6 | 22 | 0.6
COc1ccc(OC)c(C(=O)c2oc3ccc(Cl)cc3c2N)c1 | 50* | -0.3 | -5 | 6.3*
CC(C)(C)c1ccc(C(=O)Nc2nnc(-c3ccccc3Br)s2)cc1 | -5 | -0.1 | 4 | 1.6
c1ccc(-c2nc(CSc3nnc4ccccn34)cs2)cc1 | -4 | -0.1 | 9 | 0.0
CC1(C)CC2(CCO1)OC(=O)CC2c1ncc(-c2ccc([N+](=O)[O-])cc2)s1 (centres undefined) | 9 | 0.0 | 14 | 1.1
O=C(CC(c1ccccc1)c1ccccc1)NNC(=O)c1ccc(F)cc1 | 6 | 0.2 | 8 | -0.7
CCN1CCN(CCCn2c(=S)[nH]c3cc4c(cc3c2=O)OCO4)CC1 | -7 | 0.0 | -4 | -0.9
O=[N+]([O-])c1cccc(NC2=NC3CS(=O)(=O)CC3S2)c1 (centres undefined) | 2 | -0.1 | 7 | -0.2
N#Cc1ccc(CSc2nnc(NC(=O)c3ccc(NC(N)=O)cc3)s2)cc1 | 3 | 0.0 | 6 | 2.7
CCc1ccccc1NC(=O)c1cc(S(=O)(=O)NCCc2ccc(OC)c(OC)c2)ccc1F | 1 | 0.5 | 10 | -1.2
O=C(CN1C(=O)c2cccc([N+](=O)[O-])c2C1=O)OCc1c(F)cccc1Cl | 5 | -0.1 | 10 | -0.7
COc1ccc(CNS(=O)(=O)c2ccc(OC)c(I)c2)cc1 | 1 | -0.2 | -10 | -0.4

Quoted from the listing.
`c1ccc(-c2nc(CSc3nnc4ccccn34)cs2)cc1` in GPR151 ag = 0.0
`CCOC(=O)c1c(C)[nH]c(C)c1C(=O)COC(=O)Cc1coc2cc(C)ccc12` in MITF primary = -2
